Myeloid diff 2: myeloid differentiation induction. ER-HoxA9 myeloid progenitors, lysozyme-GFP differentiation, flow cytometry. calls only at 10 µM. actives 1% (n = 360,000);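 active = normalized GFP-positive differentiation at or above the plate's own cutoff, the solvent-only control mean plus 3 SD; inconclusive = no clear call, values can overlap the other calls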;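 also: cells exposed to compound for four days before flow analysis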
HEK293 NOD2/NF-kB: NOD2 signaling inhibitors, cell-based, luminescence, uHTS, HEK293 (AID 1566) | HEK293 NOD2/NF-kB luciferase reporter, luminescence; higher % means a stronger effect | one-dose inhibition, % at 4 µM; EC50 in µM for titrated hits | actives 0.63% (n = 290,000); also: many of its hits are not listed in these tables
KOR beta-arrestin-1: kappa opioid receptor blockers – cell-based, luminescence, uHTS (AID 1778). inhibition, % at 10 µM, or IC50 in µM where a hit was titrated. actives 0.091% (n = 290,000). KOR beta-arrestin recruitment, luminescence, antagonist mode; higher % means a stronger effect; also: strong numbers were not always called active
LYP inhibition: inhibitors of LYP phosphatase, biochemical, fluorescence intensity, uHTS (AID 1779). recombinant LYP phosphatase, fluorescence intensity; higher % means a stronger effect. inhibition, % at 11.5 µM, or IC50 in µM where a hit was titrated. actives 0.054% (n = 290,000);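 also: plate controls were vehicle with enzyme for no effect and no enzyme for full effect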
KOR beta-arrestin-2: kappa opioid receptor activators – cell-based, luminescence, uHTS, primary screen (AID 1777); KOR beta-arrestin recruitment, luminescence; higher % means a stronger effect; activation, % at 10 µM, or EC50 in µM where a hit was titrated; actives 0.02% (n = 280,000); in the data active = activation above about 50%, passing the limit was not always enough; also: a part of the inactive calls stands beside numbers as strong as those of hits
NOD1 inhibition: inhibition of NOD1-driven NF-kB reporter – cell-based, luminescence, uHTS, primary screen (AID 1578). actives 1% (n = 290,000). one-dose inhibition, % at 4 µM; EC50 in µM for titrated hits. NOD1-driven NF-kB luciferase reporter cells, luminescence; higher % means a stronger effect; in the data active = inhibition mostly above about 36%, no sharp cut-off; inactive = mostly below about 34%;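 also: HEK-293T reporter cells stimulated with the NOD1 agonist gamma-tri-DAP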
HIV peptide binding: inhibitors of HIV fusion peptide binding, primary screen, biochemical, uHTS, fluorescence dequenching (AID 1986); inhibition, % at 20 µM, or IC50 in µM where a hit was titrated; cell-free peptide binding, fluorescence dequenching, 30 min; higher % means a stronger effect; actives 0.3% (n = 290,000); in the data active = inhibition mostly above about 52%, no sharp cut-off; inactive = mostly below about 76%; also: some results filed as inactive read as strong as hits
Salmonella PhoP GFP: PhoP-dependent GFP reporter repression – Salmonella Typhimurium, primary screen (AID 1863) | S. Typhimurium PhoP-regulated promoter GFP reporter, 4 h; higher % means a stronger effect | one-dose inhibition, % at 50 µM; IC50 in µM for titrated hits | actives 0.16% (n = 300,000);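 active = inhibition over 29.93%, a cutoff 3 SD above the screen mean, later confirmed by dose response; inconclusive = inhibition over 29.93% but no dose response follow-up; inactive = inhibition at most 29.93% or unconfirmed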;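 also: 0% = low Mg2+ inducing control and 100% = high Mg2+ repressing control; strong numbers were not always called active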
Siah-1 displacement: blockers of Siah-1 interaction with plectin peptide – biochemical, fluorescence polarization, rhodamine-plectin, uHTS, primary screen (AID 1817); Siah-1 / rhodamine-plectin peptide fluorescence polarization; higher % means a stronger effect; displacement, % at 20 µM, or IC50 in µM where a hit was titrated; actives 0.02% (n = 290,000);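 active = displacement of at least 50% at 20 µM, with a fluorescence ratio check between 0.3 and a set limit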;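 also: plate controls were Siah plus tracer with DMSO for no effect and tracer alone without Siah for full effect; strong numbers were not always called active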
Myeloid diff 2 GFP+ MAC1+ %: recorded beside Myeloid diff 2, whose call it bears; GFP+ MAC1+ double positive, %; measured here: differentiation confirmed by MAC1 staining
The depositor's hits bear a star; i = inactive; ? = inconclusive; · = no result given. Rule as the data show it, unless noted: active = inhibition above about 50%; inactive = the rest. Only part of the results is shown; the hit share may differ from the screen's.

Fields: Myeloid diff 2	Myeloid diff 2 GFP+ MAC1+ %	HEK293 NOD2/NF-kB	KOR beta-arrestin-1	LYP inhibition	KOR beta-arrestin-2	NOD1 inhibition	HIV peptide binding	Salmonella PhoP GFP	Siah-1 displacement
> CCOC(=O)CC(=O)CSC1=C(C#N)C(c2ccccc2OC)CC(=O)N1 (stereo not given)
 : i	0.8	5%	30%	0%	0.5%	-14%	1.6%	-2%	3%
> COc1cc(C(NC=O)C(=O)Nc2c(C)cccc2C)ccc1O (stereo not given)
 : i	0.3	25%	12%	-4%	3.2%	0%	-1.6%	-12%	3%
> Cc1cccc(OCC(=O)N/N=C/c2sc(=O)n(Cc3cccc(C(=O)O)c3)c2Cl)c1
 : i	0.4	21%	-13%	13%	2.9%	1%	9.9%	-4%	-4%
> O=C(O)[C@H](Cc1ccccc1)Nc1ccc([N+](=O)[O-])cn1
 : i	0.7	-5%	-16%	2%	0.1%	-7%	-1.0%	7%	-2%
> O=C(CC(Cc1ccccc1)c1ccco1)NC1CCCCC1 (stereo not given)
 : i	0.9	-18%	-8%	-7%	-3.9%	-2%	0.0%	23%	4%
> NS(=O)(=O)c1cccc(NC(=O)COC(=O)CCSc2ccccc2)c1
 : i	1.9	2%	-9%	-3%	12%	-27%	-3.3%	-22%	5%
> O=c1c2c(n3cnnc3n1-c1ccccc1)-c1ccccc1CC21CCCC1
 : i	0.7	12%	6%	-2%	4.6%	-21%	-0.7%	0%	4%
> CC(=O)Nc1cc(C(=O)O)ccc1S(=O)(=O)c1ccc(C)cc1
 : i	0.8	1%	-7%	-5%	-3.0%	-7%	2.2%	-10%	1%
> Cc1ccc(OCCNC(=O)c2cc(C(=O)NCCOc3ccc(C)cc3)cc([N+](=O)[O-])c2)cc1
 : i	0.2	-7%	26%	8%	1.0%	-24%	-1.7%	6%	6%
> Nc1c(Cl)ncnc1NCC(O)CO (stereo not given)
 : i	0.3	10%	27%	-12%	-0.4%	-1%	-0.4%	0%	-2%
> O=C(C1CCCCN1S(=O)(=O)c1ccccc1)N1CCN(C(c2ccccc2)c2ccccc2)CC1 (stereo not given)
 : i	1.1	-1%	25%	6%	-0.9%	20%	0.7%	-5%	-3%
> COc1ccc(NS(=O)(=O)c2ccc(OC)c(NC(=O)CCC3CCCCC3)c2)cc1
 : i	0.6	6%	-31%	-3%	3.1%	-9%	-0.6%	-6%	6%
> N#Cc1nc(Cc2ccccc2)oc1NCc1cccnc1
 : ·	·	-8%	-8%	2%	4.4%	-34%	2.3%	3%	-1%
> C/C(=N\NC(=O)COc1ccccc1-c1ccccc1)c1cccnc1
 : i	0.7	-4%	-43%	-2%	-6.5%	-32%	-2.3%	3%	1%
> CC(C)(C)CC(C)(C)c1ccc(O)c(CN2CCN(CCC#N)CC2)c1
 : i	0.8	19%	-12%	-11%	-4.0%	-2%	0.5%	13%	1%
> COc1cccc(/C=N/NC(=S)NCCc2ccccc2)c1OC
 : i	0.5	24%	4%	3%	4.5%	6%	-0.7%	-6%	0%
> Cc1ccc(NC2CCCN(C(=O)CCCN3CCCCC3=O)C2)cc1C (stereo not given)
 : i	0.4	9%	0%	-9%	-1.0%	-40%	0.9%	-1%	0%
> O=C(CSc1nc(-c2ccco2)cc(C(F)(F)F)n1)NCCc1ccccc1
 : i	1.5	-11%	1%	2%	-1.9%	·	1.4%	8%	-1%
> O=C(COC(=O)c1cccc(Br)c1)NCCNC(=O)COC(=O)c1cccc(Br)c1
 : i	1.1	-3%	-6%	-2%	2.3%	-41%	1.3%	-7%	0%
> CCOC(=O)C1=C(C)OC(N)=C(C#N)C1c1cc(OC)c2c(c1)OCO2 (stereo not given)
 : i	0.7	-3%	26%	-6%	12%	17%	4.5%	-4%	1%
> Cc1c(Cl)cccc1NC(=S)NCCN1CCOCC1
 : i	0.5	5%	-12%	-2%	8.3%	-16%	-0.8%	8%	5%
> Cc1cccc(-n2ncc3c(N)ncnc32)c1
 : i	1.7	-46%	-10%	-4%	-5.2%	-20%	-0.5%	4%	0%
> CCN(C(=O)CN1C(=O)S/C(=C\c2ccc(Cl)cc2)C1=O)C1CCS(=O)(=O)C1 (stereo not given)
 : i	0.7	-14%	-53%	-7%	3.4%	6%	1.0%	-8%	-2%
> COC(=O)CN1C(=O)C(O)(CC(=O)c2ccc(C)o2)c2ccccc21 (stereo not given)
 : i	1.2	-6%	0%	-3%	2.0%	-14%	-0.6%	-3%	2%
> CCOc1cnc(-c2ccc(OC)cc2)o1
 : i	0.5	-46%	9%	-9%	2.6%	-50%	-1.3%	16%	1%
> O=C(c1ccccc1Sc1cccc2ccccc12)N1CCOCC1
 : i	0.7	11%	4%	2%	-1.6%	-11%	0.9%	4%	9%
> Cn1nnnc1SCCNC(=O)C1CCC(=O)N(Cc2ccccc2F)C1 (stereo not given)
 : i	5.4	-1%	5%	-19%	1.0%	-20%	-1.7%	-7%	-4%
> O=C(c1cccnc1)N1CCN(C(=O)c2ccco2)CC1
 : i	7.8	4%	-8%	-8%	-1.3%	-12%	3.4%	-7%	2%
> CCOC(=O)c1nn(-c2ccccc2)c(=O)c2c(NC(C)=O)scc12
 : i	0.0	9%	-19%	-8%	-1.7%	-5%	-1.3%	10%	6%
> Cc1cc(C)c(S(=O)(=O)c2ccccc2F)c(=O)[nH]1
 : i	0.8	5%	16%	-6%	-1.5%	4%	2.7%	5%	4%

Next part
Fields: Myeloid diff 2	Myeloid diff 2 GFP+ MAC1+ %	HEK293 NOD2/NF-kB	KOR beta-arrestin-1	LYP inhibition	KOR beta-arrestin-2	NOD1 inhibition	HIV peptide binding	Salmonella PhoP GFP	Siah-1 displacement
> O=c1oc2cc(OCc3ccc([N+](=O)[O-])cc3)ccc2c2c1CCCC2
 : i	0.6	-1%	-406%	2%	37%	-26%	4.1%	-5%	-2%
> COCc1cc(CN2CCCC(C(=O)c3cccc(C(F)(F)F)c3)C2)ccc1OC (stereo not given)
 : i	0.1	17%	-28%	-4%	-3.4%	-26%	-1.2%	13%	12%
> N/C(Cc1ccccc1Sc1ccccc1)=N\O
 : i	0.5	-5%	-26%	-5%	5.4%	4%	1.4%	-10%	0%
> CC(C(=O)Nc1ccc(O)cc1C(=O)O)N1C(=O)/C(=C\c2cccs2)SC1=S (stereo not given)
 : i	4.7	1%	-11%	-3%	-2.9%	-8%	50%	-3%	14%
> Cc1nc(N2CCCCC2C)c2c(C)c(C(=O)Nc3cccc(C(F)(F)F)c3)sc2n1 (stereo not given)
 : i	0.0	14%	-36%	6%	1.9%	-8%	1.2%	2%	-2%
> OC(Cn1cncn1)(c1ccc(F)cc1)c1ccc(Cl)cc1 (stereo not given)
 : i	0.6	-8%	13%	-6%	3.4%	4%	-0.2%	-11%	-2%
> CC(=O)Nc1ccc2nc3ccccc3nc2c1
 : i	0.2	-64%	-5%	-9%	4.6%	-13%	1.9%	-6%	-11%
> COC(=O)c1ccc(OC)c(CN2CCCN(Cc3ccc(F)cc3)S2(=O)=O)c1
 : i	0.5	3%	-24%	1%	4.0%	-9%	-0.9%	-11%	-5%
> COc1ccc(N2C(N)=NC(N)=NC2(C)C)cc1
 : ?	·	-3%	-24%	-10%	6.5%	4%	-1.0%	0%	-2%
> O=C(COC(=O)COc1ccccc1)Nc1ccc(S(=O)(=O)N2CCOCC2)cc1
 : i	0.3	-11%	-27%	-2%	6.6%	-38%	-0.2%	8%	0%
> O=C1CC(c2ccco2)Sc2ccccc2N1 (stereo not given)
 : i	0.8	9%	-2%	-5%	-0.9%	1%	-1.6%	-2%	-2%
> COc1ccc(C/C(O)=C(\C#N)c2nc3ccccc3s2)cc1
 : i	1.1	23%	5%	2%	-1.1%	23%	15%	-15%	-1%
> CC[N+](C)(C)CCN(Cc1ccc(Cl)cc1)c1ccccn1
 : i	0.0	0%	-26%	-3%	0.1%	-15%	-0.5%	1%	-1%
> C=CCOc1ccc(/C(O)=C2\C(=O)C(=O)N(CCCOC)C2c2ccc(O)c(OC)c2)cc1 (stereo not given)
 : i	1.4	6%	10%	-5%	0.8%	·	-0.2%	12%	4%
> CCSc1nc2c(c(=O)[nH]1)C(C(C)C)C(C#N)=C(N)O2 (stereo not given)
 : i	1.0	16%	0%	-6%	1.4%	-16%	0.1%	-1%	-1%
> CC(CN(C)Cc1ccccc1)OC(=O)c1cccs1 (stereo not given)
 : i	0.9	12%	1%	-6%	-1.2%	-18%	1.1%	-3%	12%
> CC(C)CCNC(=O)c1onc(CSc2ccncc2)c1C(=O)NCCC(C)C
 : i	1.5	3%	25%	3%	0.3%	-4%	-0.6%	-1%	0%
> Cc1ccc(NC(=O)COC(=O)Cc2ccsc2)c(C)c1
 : i	0.1	10%	33%	-3%	-5.6%	-36%	0.1%	0%	0%
> Cc1cc2c3c(c1C)C1(C(=O)N3C(C)(C)CC2C)C(C#N)=C(N)Oc2cc(O)ccc21 (stereo not given)
 : i	3.5	9%	1%	3%	-0.5%	15%	-0.2%	9%	1%
> NNC(=O)c1sc2cc(C(F)(F)F)cnc2c1-c1ccccn1
 : i	0.0	3%	-7%	-5%	-3.4%	-31%	-2.8%	-7%	5%
> COc1ccccc1OC(C)C(=O)N1CCC(Cc2ccccc2)CC1 (stereo not given)
 : i	2.3	-22%	-12%	-12%	-2.0%	-14%	-0.5%	2%	2%
> COC(=O)c1ccc(CSc2nnc(-c3ccncc3)o2)o1
 : i	0.5	10%	12%	-12%	24%	-32%	31%	1%	-6%
> COCCn1nnnc1C(c1ccccc1Cl)N1CCN(c2ccccc2OC)CC1 (stereo not given)
 : i	0.9	17%	5%	-6%	-3.2%	7%	-1.4%	12%	1%
> COc1cc(OC)c(OC)cc1CNCCNC(=O)c1ccco1
 : i	2.3	-12%	-71%	-10%	1.3%	-30%	1.1%	6%	4%

In the list so far, these have a CF3 group.
Fields: Myeloid diff 2	Myeloid diff 2 GFP+ MAC1+ %	HEK293 NOD2/NF-kB	KOR beta-arrestin-1	LYP inhibition	KOR beta-arrestin-2	NOD1 inhibition	HIV peptide binding	Salmonella PhoP GFP	Siah-1 displacement
> O=C(CSc1nc(-c2ccco2)cc(C(F)(F)F)n1)NCCc1ccccc1
 : i	1.5	-11%	1%	2%	-1.9%	·	1.4%	8%	-1%
> COCc1cc(CN2CCCC(C(=O)c3cccc(C(F)(F)F)c3)C2)ccc1OC (stereo not given)
 : i	0.1	17%	-28%	-4%	-3.4%	-26%	-1.2%	13%	12%
> Cc1nc(N2CCCCC2C)c2c(C)c(C(=O)Nc3cccc(C(F)(F)F)c3)sc2n1 (stereo not given)
 : i	0.0	14%	-36%	6%	1.9%	-8%	1.2%	2%	-2%
> NNC(=O)c1sc2cc(C(F)(F)F)cnc2c1-c1ccccn1
 : i	0.0	3%	-7%	-5%	-3.4%	-31%	-2.8%	-7%	5%
